Source: PubChem
MOR-DOR inv ag – inverse agonist of human OPRM1-OPRD1 heterodimerization; P35372+P41143; cell-based MOR-DOR heterodimer luminescence, inverse agonism; inhibition, % at 9.3 µM; hit rate 0.21% among 340,000; in the data active means inhibition above about 22%, passing the limit was not always enough;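 further: 0% = cells with DMSO and 100% = wells without cells with DMSO; values of inactives mirror those of a sister screen read the other way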
Target sequence (P35372 whole entry, looked up): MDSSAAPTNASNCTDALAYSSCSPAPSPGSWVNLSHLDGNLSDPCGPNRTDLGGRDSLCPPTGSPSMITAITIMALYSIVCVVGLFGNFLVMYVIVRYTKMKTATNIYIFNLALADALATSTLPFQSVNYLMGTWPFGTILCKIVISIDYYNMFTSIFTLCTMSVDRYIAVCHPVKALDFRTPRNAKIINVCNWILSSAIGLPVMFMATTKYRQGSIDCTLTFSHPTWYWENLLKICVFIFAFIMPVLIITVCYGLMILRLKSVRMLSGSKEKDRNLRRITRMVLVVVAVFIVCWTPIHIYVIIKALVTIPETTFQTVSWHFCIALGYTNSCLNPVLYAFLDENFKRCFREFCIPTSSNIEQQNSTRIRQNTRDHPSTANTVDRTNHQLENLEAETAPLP
Target sequence (P41143 whole entry, looked up): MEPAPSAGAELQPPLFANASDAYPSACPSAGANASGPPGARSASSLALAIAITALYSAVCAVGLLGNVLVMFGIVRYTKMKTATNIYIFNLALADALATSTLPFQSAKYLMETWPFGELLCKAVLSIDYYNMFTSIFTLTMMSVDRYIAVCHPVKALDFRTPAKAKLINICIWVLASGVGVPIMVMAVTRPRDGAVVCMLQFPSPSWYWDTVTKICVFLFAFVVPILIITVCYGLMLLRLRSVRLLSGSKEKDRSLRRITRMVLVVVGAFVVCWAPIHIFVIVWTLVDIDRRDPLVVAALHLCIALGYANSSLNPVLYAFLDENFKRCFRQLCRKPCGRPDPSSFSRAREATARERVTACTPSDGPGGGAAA
Pemphigus Ab inh – blocks pemphigus antibody binding to human desmoglein-3. P32926. hit rate 0.48% among 310,000. DSG3-coupled beads, scFv-anti-DSG3-GFP binding, flow cytometry; active compounds read low. binding (percent of control), % at 10 µM;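 active means binding more than 3 SD below its plate's average and above zero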;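 further: hits lower antibody fragment binding to DSG3; some compounds called inactive have numbers as strong as hits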
Mot1-301 SUMO – SUMOylation pathway inhibition by Mot1-301 growth rescue. S. cerevisiae Mot1-301 growth rescue, ATP luminescence, 38.5C; percent above DMSO median, 100 means doubled. growth rescue, % at 18.8 µM. hit rate 1% among 320,000. AID 2716;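 active means every valid replicate shows activation above 250% relative to neutral control wells; inactive means the rest, any valid replicate at or below 250%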;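 further: OY570 slx delta 5 strain wells were the positive control but not used for scaling; some compounds called inactive have numbers as strong as hits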
HTR5A inv ag – HTR5A inverse agonism, opioid heterodimer counter-screen; P47898; HTR5A cell line, luminescence; inhibition, % at 9.3 µM; hit rate 0.083% among 340,000; AID 504634; in the data active means inhibition mostly above about 23%, no sharp cut-off; inactive means mostly below about 18%;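 further: 0% = cells with DMSO and 100% = no-cell wells with DMSO; some compounds called inactive have numbers as strong as hits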
MOR-DOR ag – agonists of human mu-delta opioid receptor heterodimerization | P35372+P41143 | cells, OPRM1-OPRD1 heterodimerization, luminescence | activation, % at 9.3 µM | hit rate 0.3% among 340,000 | AID 504326; in the data active means activation above about 18%;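 further: 0% = vehicle-treated cells and 100% = reference agonist; values of inactives mirror those of a sister screen read the other way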
HTR5A ag ctr – HTR5A agonism, opioid heterodimer counter-screen; P47898; HTR5A agonist assay, luminescence, cell-based; activation, % at 9.3 µM; hit rate 0.61% among 340,000; AID 504692; in the data active means activation mostly above about 9.5%, no sharp cut-off; inactive means mostly below about 7.6%;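 further: 0% = cells with vehicle only and 100% = reference agonist; strong numbers were not always called active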
AddAB inh – less growth of phage-infected E. coli with AddAB; E. coli expressing H. pylori AddAB, absorbance growth; inhibition, % at 11.9 µM; hit rate 0.29% among 330,000; AID 435030; in the data active means inhibition above about 12%;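 further: 0% = vehicle wells of infected cells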
Ecoli viability – reduces bacterial viability in AddAB counter-screen | hit rate 0.27% among 330,000 | E. coli V3065 growth, OD600 absorbance, 18 h | inhibition, % at 11.9 µM | AID 449728;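 active means inhibition above the campaign's mean inhibition across all tested compounds plus 3 SD, cut at about 9.9% in these data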;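 further: uninfected addAB+ strain grown without phage in ampicillin broth; 0% = DMSO wells and 100% = ciprofloxacin 0.95 µg/ml wells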
PKA-R1A act – activates the PKA-R1A holoenzyme complex | P00514+P68181 | PKA-R1A dissociation, Cy5-IP20 fluorescence polarization; scaled: DMSO 0%, 113 µM cGMP 100% | activation, % at 11.4 µM | hit rate 0.083% among 340,000 | AID 504707;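 active means percent activation above the mean of all tested compounds plus 3 SD, cut at about 19% in these data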;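 further: higher means more PKAc released from R1A so a rise in polarization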
phage Ecoli inh – E. coli growth loss with phage present. inhibition, % at 11.9 µM. AID 651602. hit rate 0.26% among 360,000. growth absorbance; in the data active means inhibition above about 11%
PfHsp90 yeast 2 – growth inhibition of yeast expressing Plasmodium Hsp90. S. cerevisiae expressing PfHsp90, BacTiter-Glo ATP, 48 h; yeast lacking PDR1 and PDR3 efflux regulators. inhibition, % at 9.4 µM. hit rate 0.32% among 310,000;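 active means every replicate shows inhibition above about 80%, whatever the replicate mean, limit read from the data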;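 further: 0% = DMSO neutral controls and 100% = 20 µM radicicol positive controls; yeast relying on Plasmodium falciparum Hsp90 in place of its own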
An asterisk follows results filed as active; / = not tested or not shown.

SMILES | MOR-DOR inv ag | Pemphigus Ab inh | Mot1-301 SUMO | HTR5A inv ag | MOR-DOR ag | HTR5A ag ctr | AddAB inh | Ecoli viability | PKA-R1A act | phage Ecoli inh | PfHsp90 yeast 2
C[C@H](CO)N1C[C@H](C)[C@@H](CN(C)S(=O)(=O)c2ccccc2)Oc2c(NC(=O)CCC(F)(F)F)cccc2C1=O | 11 | 103 | 0 | -17 | -1.8 | 1 | 4.2 | -0.4 | -3 | 2.6 | 4
CCn1c(SCc2cccc(F)c2)nnc1-c1cccnc1 | 12 | 113 | 3 | 9 | -2.6 | -4 | 1.9 | 1.8 | -3 | 5.3 | -2
COc1ccc(-c2ccc(-c3noc(-c4cccc(OC)c4)n3)c(OC)n2)cc1 | 9 | / | 237 | -5 | -2.0 | 0 | 4.9 | 1.1 | 7 | 0.6 | -26
Cc1ccc(NC(=O)C(Nc2cccc(C)c2)c2ccccc2)cc1 (stereo unspecified) | -46 | 104 | -2 | 5 | 6.4 | -2 | 4.1 | 0.4 | 6 | 5.1 | -12
CCC(C)NC(=O)c1ccc2c(Cl)c3c(nc2c1)CCC3 (stereo unspecified) | 7 | 87 | -26 | -10 | -1.4 | 6 | -2.4 | -1.6 | -10 | 0.2 | 7
O=C(OCc1csc(-c2ccccc2)n1)c1cccs1 | -17 | 105 | -23 | -14 | 4.0 | 6 | 2.2 | -1.5 | -3 | 2.5 | -10
CCOC(=O)CC(=O)CSc1nc2c(cc1C#N)CCC2 | 10 | 96 | -1 | -12 | -2.0 | 5 | 2.4 | -0.2 | -3 | 3.4 | -20
COc1ccc(Nc2cc(C)nc(-n3nc(C)cc3C)n2)cc1 | 9 | 111 | -7 | -25 | -1.8 | 2 | -3.0 | -2.6 | -2 | -0.9 | -47
CC(NC(=O)c1cc(F)c(F)cc1Cl)c1ccncc1 (stereo unspecified) | 2 | 115 | 10 | 2 | -0.4 | -1 | -1.5 | -2.5 | -9 | 3.2 | /
O=C(O)CCN1C(=O)C2C3C=CC(C2C1=O)C1C(=O)N(CCC(=O)O)C(=O)C31 (stereo unspecified) | 12 | 108 | 208 | -5 | -2.6 | 1 | / | / | -5 | 2.1 | -3
Nc1ncc(Br)cc1S(=O)(=O)Nc1ccccc1F | -4 | / | 169 | 8 | 0.9 | -2 | 0.7 | -0.5 | 3 | 0.2 | -2
COC(=O)c1cc2ccc(OC)c(OC)c2c(=O)s1 | -3 | / | -1 | -6 | 0.5 | 2 | 1.1 | 0.6 | 0 | -0.4 | 22
O=C(C/C=N/OCc1c(Cl)cccc1Cl)c1ccccc1 | 2 | 106 | / | 3 | -0.5 | 6 | 1.6 | -1.7 | 1 | 1.8 | /
COc1ccccc1-c1ccc(SCC(=O)Nc2cc(C)on2)nn1 | 10 | 96 | 13 | 2 | -2.1 | -1 | 0.4 | 0.2 | -14 | 3.1 | -17
COc1cccc(N(C(C)=O)c2nc(C)cc(C)c2C#N)c1 | 13 | 100 | -8 | -23 | -2.8 | -3 | 5.2 | 0.5 | -12 | 3.1 | -11
CC(=O)c1ccc(NC(=S)NCCc2cccc(Cl)c2)cc1 | -15 | 105 | -1 | -10 | 3.0 | 2 | 9.5 | 3.0 | -11 | 6.5 | 13
Cc1nnc(-n2cnc3ccccc32)c2ccccc12 | 11 | / | -14 | -19 | -1.9 | 3 | 3.4 | 0.8 | 0 | -1.2 | 5
C=C(C)CSC1=C(C#N)C(c2ccccc2Cl)CC(=O)N1 (stereo unspecified) | -8 | 99 | / | 11 | 1.7 | -5 | / | / | 1 | 1.1 | /
NC(N)=NS(=O)(=O)c1ccc(N/C=C/C(=O)c2ccc(Cl)c(Cl)c2)cc1 | -21 | 100 | 4 | -14 | 4.7 | 4 | 1.1 | 1.2 | -4 | -0.7 | -25
COCCCNCCCCOc1ccc(Br)cc1Cl | 11 | 94 | 280* | -6 | -1.8 | 1 | 0.7 | 1.4 | 0 | 2.6 | 8
COc1cc(CC(CC(=O)O)CC(C)OCc2ccccc2)cc(OC)c1 (stereo unspecified) | 7 | 102 | 62 | -3 | -1.4 | 9 | 3.4 | 1.7 | -8 | 3.8 | -1
CCC(C)C(=O)Nc1nnc(SCC(=O)Nc2ccc(F)cc2)s1 (stereo unspecified) | 8 | 99 | -12 | 2 | -1.5 | 6 | 7.8 | 4.3 | -4 | 5.9 | 6
CCC1CCCCN1Cc1ccc(CNC(=O)CCc2nnc3ccc(N4CCCCC4)nn23)o1 (stereo unspecified) | 0 | / | 1 | 1 | 0.0 | 0 | 3.7 | 2.1 | -3 | -2.1 | 1
C=CCN(Cc1nc(-c2ccccc2)no1)C(=O)c1ccco1 | -5 | 109 | 169 | 7 | 0.8 | -1 | 2.6 | -3.3 | -9 | 1.1 | -9
Cc1nc(CNS(=O)(=O)c2ccc(F)cc2)cs1 | 8 | 115 | 3 | -2 | -1.7 | 1 | / | / | -2 | 3.3 | -3
The listing continues:
SMILES | MOR-DOR inv ag | Pemphigus Ab inh | Mot1-301 SUMO | HTR5A inv ag | MOR-DOR ag | HTR5A ag ctr | AddAB inh | Ecoli viability | PKA-R1A act | phage Ecoli inh | PfHsp90 yeast 2
Cc1cc(C)n(-c2ccc(C(=O)OCc3nnc(-c4ccccc4)o3)cc2)n1 | -3 | 100 | -10 | 14 | 0.8 | 3 | 3.5 | 1.7 | -6 | -1.2 | 15
Cc1ccc2nc(Cl)c(C3CC(c4cccs4)=NN3C(=O)CCC(=O)O)cc2c1 (stereo unspecified) | 1 | 89 | 2 | 2 | -0.2 | -2 | 3.2 | -0.6 | 9 | 2.6 | 14
COc1ccc(OC)c(S(=O)(=O)Nc2cc3c4c(c2)C(C)C(=O)N4CCC3)c1 (stereo unspecified) | 6 | 97 | -14 | -14 | -0.9 | -6 | -0.4 | -0.6 | 2 | 2.1 | -26
CCC(C)Sc1nnc(NC(=O)C2CCN(C(=O)c3ccco3)CC2)s1 (stereo unspecified) | -29 | 128 | -5 | -7 | 3.5 | 1 | 6.9 | 0.6 | -5 | 5.9 | 8
CNC(=O)C1C2C=CC3(O2)C1C(=O)N(CCOC)C3C(=O)NCc1ccc(OC)cc1 (stereo unspecified) | 10 | 100 | -25 | -26 | -1.7 | 1 | 0.3 | -1.0 | 3 | 3.2 | 26
CCc1ccc(-c2nc(CS(=O)CC(=O)NC3CC3)c(C)o2)cc1 (stereo unspecified) | 21 | 98 | -5 | 6 | -4.2 | 0 | 2.2 | -3.2 | 3 | 1.8 | 17
Cc1csc(=Nc2ccccc2)n1C | -7 | 95 | 2 | 9 | 1.0 | -3 | -0.2 | -1.3 | -7 | 3.2 | -3
CCc1ccc(CN2CCCC(CNC(=O)c3cc(OC)cc(OC)c3)C2)cc1 (stereo unspecified) | 3 | 91 | -23 | 2 | -0.8 | -1 | 1.3 | -2.9 | -2 | -2.4 | -2
Cc1ccc2[nH]c3c(=O)n(CC(=O)NCCCN4CCN(c5ccc(F)cc5)CC4)ncc3c2c1 | 13 | 101 | -1 | -4 | -2.5 | 3 | 1.2 | 0.7 | -4 | 1.5 | -29
O=C(CNC(=S)NC(=O)c1ccc(Cl)cc1)c1ccccc1 | 9 | 103 | -6 | 28 | -1.6 | -11 | -1.7 | -2.2 | 3 | -0.2 | -4
O=C(NN=C1c2ccccc2-c2ccccc21)c1ccccc1 | 7 | 100 | 19 | -8 | -1.3 | 3 | -4.8 | -3.9 | 4 | -3.7 | -30
c1csc(C2=Nn3c(nnc3-c3ccncc3)SC2)c1 | 15 | 101 | 3 | -28 | -2.7 | 6 | -2.4 | -0.4 | 10 | 2.1 | 5
CC(/C=N\NC(=O)c1ccc(C)nc1)=C\c1ccccc1 | 2 | 97 | 5 | 9 | -0.4 | 3 | 4.3 | -0.7 | 1 | 3.1 | 16
CCCCSc1nnc(-c2cc3c(C(F)(F)F)nn(C)c3s2)n1C | -8 | 110 | 10 | 13 | 1.5 | -4 | 1.5 | -1.4 | 3 | 2.8 | 10
CC(C)(C)C(=O)N1CCC(O)(CS(=O)(=O)Cc2ccccc2)CC1 | 12 | / | -17 | 7 | -2.7 | 2 | 2.9 | 4.0 | -9 | 0.9 | 10
CCCc1n(CC(O)COC2CCCCC2)c2ccccc2[n+]1C (stereo unspecified) | 9 | 91 | / | 5 | -2.0 | -2 | 0.0 | -1.8 | 0 | 2.0 | 0
C=CCOc1ccc(/C=N/NC(=O)CC(=O)NC2CCCCC2)cc1 | 5 | 114 | 0 | -29 | -0.7 | -1 | -0.2 | -1.3 | 8 | 1.7 | -4
Cc1cccc(C)c1OCC(=O)Nc1ccccc1N1CCCCC1 | -14 | 105 | 373 | 2 | 3.5 | -1 | 3.1 | 2.8 | 1 | 3.5 | -39
CCc1cccc2c(C(=O)CN3C(=O)C(=O)N(C4CCCC4)C3=O)c[nH]c12 | -8 | 97 | -4 | 5 | 1.9 | -2 | 3.8 | 1.8 | -2 | 2.7 | -3
CN=C(C)c1c(O)c2ccccc2oc1=O | -7 | 106 | -2 | 6 | 1.2 | -3 | 2.7 | 2.1 | -13 | 1.5 | -12
COc1cccc(N2CCN(C(=O)c3ccc(CSc4nc5ccncc5[nH]4)cc3)CC2)c1 | -8 | 110 | 7 | -3 | 1.6 | 1 | -0.8 | -2.1 | -4 | 2.1 | -5
CCCCOC(=O)c1ccc(NC(=S)NC(=O)c2c(Cl)cnn2C)cc1 | 7 | 113 | -1 | 17 | -1.3 | 2 | 1.1 | -0.6 | -8 | 1.6 | 29
CC(C)(C)n1cnc(C(N)=O)c1N | 11 | 86 | 58 | 11 | -2.3 | 3 | -0.4 | -1.6 | -8 | 2.5 | -18
COc1cc2oc(=O)ccc2cc1[C@H](O)[C@@H](O)C(C)(C)O | 4 | 104 | 3 | -6 | -0.7 | 1 | -1.1 | 0.2 | 8 | 3.4 | 4
CCC(=O)c1ccc(OCC(=O)OCC(=O)N(C)CC(=O)Nc2ccc(F)cc2)cc1 | 18 | 98 | 118 | 19 | -3.6 | 0 | 0.9 | -0.9 | -9 | 3.7 | 2
Cc1ccc(CC(=O)Nc2cccc(S(=O)(=O)N3CCOCC3)c2)cc1 | 1 | 105 | -13 | -13 | -0.1 | 6 | -1.7 | -0.1 | -11 | 1.8 | -3
CCCN(c1ccc(OCC)cc1)S(=O)(=O)c1ccc2c(c1)CCN2C(=O)CCC(=O)O | 8 | 98 | -1 | 5 | -1.5 | -2 | -1.1 | -1.5 | -2 | 1.0 | 9
CCOC(=O)c1[nH]c2ccccc2c1NC(=O)C1CCCCC1 | 13 | 104 | -14 | -1 | -2.4 | -1 | 4.7 | -3.0 | 3 | 2.1 | -56
O=c1c(OC2OC(CO)C(O)C(O)C2OC2OC(CO)C(O)C(O)C2O)c(-c2ccc(O)cc2)oc2cc(O)cc(O)c12 (stereo unspecified) | 17 | 103 | 1 | 9 | -3.3 | 0 | 2.2 | -3.0 | -1 | 1.7 | -6

Single values from above:
`COc1ccc(Nc2cc(C)nc(-n3nc(C)cc3C)n2)cc1` in MOR-DOR ag is listed with -1.8
`CCOC(=O)CC(=O)CSc1nc2c(cc1C#N)CCC2` in PKA-R1A act is listed with -3
